# Compound activity: PubChem BioAssay, The Scripps Research Institute Molecular Screening Center
# MITF primary – MITF inhibitors, primary screen, biochemical, AlphaScreen, human; AlphaScreen MITF homodimerization, bead proximity signal; inhibition, % at 2.6 µM; 650,000 tested, 0.91% active; AID 1259374, 2018; in the data active = inhibition above about 50%;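 note: 0% = vehicle wells with protein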
# GPR151 activ – activators of human GPR151, primary screen, cell-based, PathHunter beta-arrestin, luminescence. AID 1508602, 2020. PathHunter beta-arrestin GPR151 cells. activation, % at 11.2 µM. 650,000 tested, 1% active; in the data active = activation above about 4.9%;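 note: 0% = median of compound wells and 100% = cells with positive control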
# Target sequence (Q8TDV0 whole entry, looked up): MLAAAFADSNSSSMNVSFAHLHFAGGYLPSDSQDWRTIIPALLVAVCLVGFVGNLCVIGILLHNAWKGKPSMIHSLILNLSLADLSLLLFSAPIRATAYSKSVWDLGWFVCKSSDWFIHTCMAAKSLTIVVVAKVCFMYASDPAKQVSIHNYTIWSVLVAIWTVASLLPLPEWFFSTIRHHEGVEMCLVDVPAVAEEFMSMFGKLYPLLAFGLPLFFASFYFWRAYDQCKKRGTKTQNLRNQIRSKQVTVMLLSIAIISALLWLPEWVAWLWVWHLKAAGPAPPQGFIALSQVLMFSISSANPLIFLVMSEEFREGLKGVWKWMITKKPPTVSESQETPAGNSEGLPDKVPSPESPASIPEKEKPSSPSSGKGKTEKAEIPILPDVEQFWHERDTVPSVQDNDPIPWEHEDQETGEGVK
# FBW7 act – FBW7 E3 ligase activators, primary screen, biochemical, AlphaScreen, human. F-box/WD repeat-containing protein 7 (Homo sapiens), Q969H0. normalized activity (activation), % at 26.1 µM. AlphaScreen FBW7–phospho-cyclin E peptide binding, activator screen. 650,000 tested, 0.13% active; in the data active = normalized activity above about 1.9%;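 note: purified mutant Fbw7 with reduced substrate affinity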
# Target sequence (Q969H0 whole entry, looked up): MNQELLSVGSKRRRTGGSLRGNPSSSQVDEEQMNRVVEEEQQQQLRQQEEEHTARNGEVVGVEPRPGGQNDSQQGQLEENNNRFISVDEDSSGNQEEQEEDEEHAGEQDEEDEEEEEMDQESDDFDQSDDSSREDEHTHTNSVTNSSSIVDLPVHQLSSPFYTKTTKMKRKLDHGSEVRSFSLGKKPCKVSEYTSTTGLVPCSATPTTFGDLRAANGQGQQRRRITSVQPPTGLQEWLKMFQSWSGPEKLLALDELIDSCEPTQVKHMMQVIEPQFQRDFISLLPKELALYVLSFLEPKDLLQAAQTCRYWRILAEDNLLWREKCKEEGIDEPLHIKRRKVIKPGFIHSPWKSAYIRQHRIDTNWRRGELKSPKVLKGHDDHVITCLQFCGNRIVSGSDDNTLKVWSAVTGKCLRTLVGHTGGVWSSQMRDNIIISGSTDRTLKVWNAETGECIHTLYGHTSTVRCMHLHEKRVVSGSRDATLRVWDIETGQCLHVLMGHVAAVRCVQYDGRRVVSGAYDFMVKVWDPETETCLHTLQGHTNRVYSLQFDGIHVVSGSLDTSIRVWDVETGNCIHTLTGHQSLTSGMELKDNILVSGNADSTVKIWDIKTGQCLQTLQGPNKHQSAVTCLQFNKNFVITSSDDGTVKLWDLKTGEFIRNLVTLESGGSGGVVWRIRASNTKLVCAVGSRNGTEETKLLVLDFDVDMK
# TEAD-YAP inh – TEAD-YAP interaction inhibition, primary screen, TEAD-YAP interaction inhibitor project, luminescence, HEK-TIYL cells | TEAD-Gal4/YAP UAS-luciferase luminescence | inhibition, % at 9.12 µM | 640,000 tested, 1.4% active; in the data active = inhibition above about 32%;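 note: 0% = median of test compound wells and 100% = reference inhibitor wells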
# An asterisk follows results filed as active; & = joins results of further samples.
SMILES,MITF primary,GPR151 activ,FBW7 act,TEAD-YAP inh
Cc1ccc(C2/C(=C(/O)c3ccc([N+](=O)[O-])cc3)C(=O)C(=O)N2CCCCCC(=O)O)cc1 (stereo not given),2,0.2,-0.1,11
CCOCCCNC(=O)CCCOc1cc(=O)n(C)c2ccccc12,4,-0.4,0.0,1
COc1cccc(CNC(=O)c2cc(-c3ccccn3)nc3ccccc23)c1,5,0.4,-0.1,30
CC(=O)Nc1ccc(N2CCCC(C)C2)c([N+](=O)[O-])c1 (stereo not given),9,-0.2,0.0,-15
CC(C)C(OC(=O)CCCC(=O)Nc1nccs1)C(=O)NC1CCCCC1 (stereo not given),12,1.8,0.0,10
O=C(CCS(=O)(=O)c1ccc2c(c1)SCC(=O)N2)Nc1ccc(Cl)cc1F,10,-1.1,0.5,2
O=C(CN1CCC(n2cnc3cccnc32)CC1)N1CCCCCC1,2,-0.5,0.0,1
O=C(O)c1ccc(NN=C2CCCCCC2)cc1,8,0.6,-0.2,-58
COc1cc(OC)cc(-c2nc3nc(C)c(CCC(=O)O)c(C)n3n2)c1,4,-0.3,0.0,-3
NS(=O)(=O)c1ccc(C(=O)OCc2ccccc2)cc1,0,3.2,0.2,-17
CC(=O)Nc1cccc(NS(=O)(=O)c2ccc3[nH]c(=O)oc3c2)c1,2,0.6,-0.1,-1
CCCc1cc2nnc(SCC(=O)Nc3ccc(C)c(C)c3)n2c(N)n1,4,1.1,0.1,-5

# Seven entries from above, set out differently:
# Second line of a record – MITF primary, GPR151 activ, FBW7 act, TEAD-YAP inh
CC(C)C(OC(=O)CCCC(=O)Nc1nccs1)C(=O)NC1CCCCC1 (stereo not given)
→ 12, 1.8, 0.0, 10
O=C(CCS(=O)(=O)c1ccc2c(c1)SCC(=O)N2)Nc1ccc(Cl)cc1F
→ 10, -1.1, 0.5, 2
O=C(CN1CCC(n2cnc3cccnc32)CC1)N1CCCCCC1
→ 2, -0.5, 0.0, 1
O=C(O)c1ccc(NN=C2CCCCCC2)cc1
→ 8, 0.6, -0.2, -58
COc1cc(OC)cc(-c2nc3nc(C)c(CCC(=O)O)c(C)n3n2)c1
→ 4, -0.3, 0.0, -3
NS(=O)(=O)c1ccc(C(=O)OCc2ccccc2)cc1
→ 0, 3.2, 0.2, -17
CC(=O)Nc1cccc(NS(=O)(=O)c2ccc3[nH]c(=O)oc3c2)c1
→ 2, 0.6, -0.1, -1

# (more compounds)
SMILES,MITF primary,GPR151 activ,FBW7 act,TEAD-YAP inh
Cc1ccc(/C(O)=C2\C(=O)C(=O)N(Cc3cccnc3)C2c2ccc(C)cc2)cc1 (stereo not given),-14,-1.2,-0.2,-7
COC(=O)c1ccc(NC(=O)CC2C(=O)N(c3cccc(Cl)c3)C(=S)N2CCc2ccc(OC)c(OC)c2)cc1 (stereo not given),8&-9,0.8&0.8,-0.1&-0.1,-9&1
CCCc1cc(CN(C)C(=O)CCc2nnc(-c3cc(C)oc3C)o2)[nH]n1,6,0.2,0.0,-11
NC(=O)CSc1cn(CCNC(=O)c2cccs2)c2ccccc12,-13,1.9,0.0,-3
COc1ccc(C2CC(C(F)(F)F)n3nc(C(=O)Nc4cccc(Cl)c4)c(Cl)c3N2)cc1 (stereo not given),28,-0.2,0.4,-11
CCCCN(C)CCCNC(=O)Nc1sc2nc3n(c(=O)c2c1C)CCC(C)CC3 (stereo not given),5,-1.3,-0.1,-3
COc1ccc(C(=O)Nc2ccncc2)cc1[N+](=O)[O-],-9,0.4,-0.1,7
Cc1ccc(NC(=O)CN(C)S(=O)(=O)c2ccc3c(c2)n(C)c(=O)c(=O)n3C)cc1C,3,0.7,0.1,-4
Oc1ccc(/C=N/Nc2cc(N3CCCCC3)nc(N3CCCCC3)n2)c(O)c1,24,0.3,0.3,1
O=C(CCl)Nc1c(C(=O)C2CC2)oc2ccccc12,-5,2.2,-0.1,-1
CCOc1ccccc1CN1CCNC(=O)C1CC(=O)NCc1ccc2c(c1)OCO2 (stereo not given),-1,-0.3,-0.1,-7
COc1ccc(N2C(=O)C3C4C=CC(C(OC(C)=O)OC(C)=O)(O4)C3C2=O)c([N+](=O)[O-])c1 (stereo not given),-1,1.1,0.0,17

# Limited to MITF primary, TEAD-YAP inh and FBW7 act, for 2 of the compounds above:
molecule	MITF primary	TEAD-YAP inh	FBW7 act
Cc1ccc(NC(=O)CN(C)S(=O)(=O)c2ccc3c(c2)n(C)c(=O)c(=O)n3C)cc1C	3	-4	0.1
Oc1ccc(/C=N/Nc2cc(N3CCCCC3)nc(N3CCCCC3)n2)c(O)c1	24	1	0.3

# Next section.
SMILES,MITF primary,GPR151 activ,FBW7 act,TEAD-YAP inh
CCN1CCc2c(sc3[nH]c(=S)[nH]c(=S)c23)C1,-2,-0.1,-0.8,11
COc1ccc(C)cc1NC(=O)CCCOc1ccc(C(C)=O)cc1,24,-1.3,0.0,0
Cc1cc(C)cc(NC(=O)Cn2nnc(C(=O)Nc3ccc(F)cc3)c2N)c1,5,0.2,0.1,7
COc1ccc(/C=N/NC(=O)c2[nH]ncc2Br)cc1,9,-7.4,-0.1,21
CN(C)S(=O)(=O)c1ccc2c(c1)CC(c1nc3ccc(-c4ccnc(N)n4)cc3[nH]1)CO2 (stereo not given),2,0.1,0.2,10
O=c1c2cccnc2n(Cc2ccccc2F)c(=O)n1Cc1ccc2c(c1)OCO2,-2,0.1,-0.2,-9
Cc1ccc(C(=O)Nc2sc3c(c2-c2nc4ccccc4s2)CCN(C)C3)cc1,-2,-1.6,-0.2,-2
CCCCOc1ccc(C2=N/C(=C\c3cccc(F)c3)C(=O)O2)cc1,2,1.3,-0.1,-5
Cc1sc2ncnc(N/N=C/c3ccc(N(C)CCO)cc3)c2c1C,0,0.7,-0.2,-3
COc1cc(NS(=O)(=O)c2ccc(-c3cc(C)no3)cc2)cc(OC)c1,-1,0.7,0.1,61*
COC(=O)CSc1cc([N+](=O)[O-])cc([N+](=O)[O-])c1NC(=O)OC,12,-0.2,-0.1,5
CCOCCCn1c(SCC(=O)c2ccccc2)nc2ccccc2c1=O,-4,0.2,-0.1,2
O=C(CSCc1ccc(Br)cc1)N/N=C/c1ccc([N+](=O)[O-])cc1,-2,0.3,-0.1,12
O=C(/C=C\c1ccco1)Nc1ccc(-c2ccc(NC(=O)/C=C\c3ccco3)c(C(=O)O)c2)cc1C(=O)O,45,-0.2,-0.1,11
Cc1ccc(CN(Cc2ccco2)C(=S)Nc2ccccc2Cl)cc1,-6,-0.5,0.0,0
CC1CCN(CC(=O)Nc2ccc(Cl)cc2)CC1,27,-1.2,0.7,-12
CN(C)C=NCCn1c(N2CCCCC2)nc2c1c(=O)n(C)c(=O)n2C,-3,-1.0,0.5,-3
O=C(NC1CCCCC1)c1ccc(-n2c(=S)[nH]c3ccccc3c2=O)cc1,9,-0.3,0.1,-1
CC(=O)Nc1ccc(N2C(=O)C3C4c5ccccc5C(c5ccccc54)C3(C)C2=O)cc1 (stereo not given),-3,2.1,-0.1,-12
COc1cccc(CN(C)CCc2ccccn2)c1OC,41,-0.8,0.0,-2
COC(=O)c1cc(Br)ccc1NC(=O)Nc1ccc(Cl)cc1,-15,-1.3,0.0,-9
CC(Oc1ccccc1)c1nc2c(Br)cc(Br)cc2c(=O)o1 (stereo not given),-12,2.4,0.1,1
O=[N+]([O-])c1ccccc1CN1CCN(C2CCCCCC2)CC1,75*,0.3,0.1,0
COC(=O)c1ccc(C2C3=C(CC(C)(C)CC3=O)N(Cc3ccc(C)cc3)C3=C2C(=O)CC(C)(C)C3)cc1,1,-0.3,-0.1,-7
CCc1ccccc1N(CC(=O)N(CC)CC)S(=O)(=O)c1ccc(C)cc1,-1,2.3,0.0,3
Cc1ccc(OCC(=O)Nc2ccccc2CO)cc1,16,-0.3,0.8,-37
O=C(CCCn1c(SCC(=O)NCc2ccco2)nc2ccccc2c1=O)NCCc1ccccc1,0,0.8,0.1,-7
O=C(CCC(=O)Nc1nc(-c2cc3ccccc3oc2=O)cs1)NCc1ccc2c(c1)OCO2,0,0.1,-0.1,5
O=C(CNC(=O)c1ccc2c(c1)OCO2)N/N=C(Br)/C=C/c1ccccc1,12,1.7,0.1,22
CCC1CN(CC(=O)NC(C)c2nc(C)cs2)Cc2cc(OC)ccc2O1 (stereo not given),1,0.4,0.1,-6
Nc1ccnc(Nc2ccc(N3CCOCC3)cc2)n1,11,-0.9,0.3,-13
N#CC1=C(N)Oc2n[nH]c(-c3ccccc3)c2C1C1CCCCC1 (stereo not given),-7,-0.4,0.0,0
O=C(/C=C/c1ccccc1Cl)NC1=NCCS1,9,-0.4,0.1,-78
Cc1ccc(N2C(=O)c3ccccc3C2O)nc1 (stereo not given),0,-6.2,-0.3,78*
CN(Cc1nccn1C)C(=O)CC1C(=O)NCCN1Cc1cccc(Oc2ccccc2)c1 (stereo not given),1,-0.4,-0.2,5
CCOc1ccc2cc(-c3ccccn3)c(=N)oc2c1,-15,-8.8,0.3,59*
CCOC(=O)c1c(CN2CCN(C)CC2)n(C)c2cc(Br)c(OC)cc12,-7,2.3,0.1,8
O=C(CN1C(=O)C2CCCCC2C1=O)Nc1ccc(OC(F)F)c(Cl)c1 (stereo not given),-10,0.8,0.2,-8
COc1ccccc1C(=O)CSc1nc(C)c(C)c(C)n1,7,1.5,0.2,-18
C=CCOc1ccc(C2/C(=C(/O)c3ccc(OCCC)c(C)c3)C(=O)C(=O)N2CCCN2CCOCC2)cc1 (stereo not given),27,0.3,0.1,1
COc1ccc(Cl)cc1NC(=O)c1ccc(NC(=O)CCCC(=O)O)cc1,9,0.3,0.9,7
CC(C)N(C)CCOC(=O)c1ccccc1Cl,4,2.7,0.0,-5
Cc1ccc2c(c1)=C(c1sc(=O)n(CC(=O)c3ccccc3)c1O)C(=O)N=2,8,0.5,-0.1,8
CCCN(CCC)C(=O)CSc1nc2ccccc2c(=O)n1C1CCN(C(=O)OCC)CC1,7,-0.4,0.3,-8
O=C(COc1ccc(Br)cc1Br)NNC(=O)c1cccs1,14,1.1,1.1,-40
Cc1ncc2c(c1CNC(=O)CSc1ccccc1)CCN(C(=O)C1CCCO1)C2 (stereo not given),2,1.0,0.0,3
NC(=O)c1oc2ccccc2c1NC(=O)CSc1ccc(F)cc1,0,-0.8,0.0,5
Cc1ccc(S(=O)(=O)n2c(SCc3ccccc3)nc3ccccc32)cc1,10,-0.1,0.7,-11
c1cncc(Nc2c3ccccc3nc3ccccc23)c1,-3,1.7,0.5,-13
CC(C)c1ccc2nc3sc(C(=O)N4CC(=O)Nc5ccccc54)c(N)c3cc2c1,-2,0.2,0.3,-16
C=C(C)CN1C(=O)NC(CC)(C2CCN(C(=O)c3sccc3Cl)CC2)C1=O (stereo not given),16,0.9,0.1,9
CCC(C)(C)n1nnnc1C(c1ccccc1)N1CCN(C2CCCC2)CC1 (stereo not given),1,0.7,-0.1,1
O=C1CCCC2=C1C(c1cccc(O)c1)Nc1ccc(C(=O)c3ccccc3)cc1N2 (stereo not given),15,-0.7,0.1,20
O=S(=O)(Cc1ccc(Cl)c(Cl)c1)c1nc2ncccc2[nH]1,-10,-1.8,0.0,6
CCN(CC)c1ccc(N=Nc2n[nH]c(C)c2[N+](=O)[O-])cc1,39,0.4,-1.9,-46
COc1cc(C=O)ccc1Oc1nnnn1-c1ccc(C(N)=O)cc1,-1,0.0,-0.3,8
O=C(Nc1cc(Cl)cc(Cl)c1)c1ccc(F)c(S(=O)(=O)NC2CCCCCC2)c1,10,1.4,0.3,6
COc1cc(OC)cc(C(=O)NNC(=O)C(C)Oc2ccc(Cl)cc2Cl)c1 (stereo not given),1,0.0,-0.1,11
COc1ccc(C2C(C(=O)OC3CCCCC3)=C(C)Nc3ncnn32)cc1OC (stereo not given),2,-0.1,-0.1,-6
CCc1ccccc1NC(=O)c1cnc2n(c1=O)CCS2,5,-0.6,0.1,1

# Going on with the list.
SMILES,MITF primary,GPR151 activ,FBW7 act,TEAD-YAP inh
CCc1ccc(NC(=O)c2n[nH]c(=O)c3ccccc23)cc1,8,0.4,0.2,-45
O=C(CCc1ccccc1)Nc1cc(Cl)ccc1O,-12,-1.6,-0.1,-23
CCC(c1nnc(SCC(=O)Nc2ccc(Cl)cn2)o1)N(C)C (stereo not given),23,-0.4,-0.6,-9
COc1ccc(OCC(=O)N2CCC(n3nccc3NC(=O)C3CC3)CC2)cc1,14,1.0,0.4,2
O=C(c1ccc(=O)[nH]n1)N1CCC(Cn2nc(-c3ccccc3)ccc2=O)CC1,6,3.4,-0.1,9
CCOC(=O)c1sc2nc(Cc3ccccc3)nc(Nc3ccc(OCC)cc3)c2c1C,21,0.7,0.4,3
O=C(CSc1ccc(F)cc1)Nc1ccc(Br)cc1,15,1.3,-0.1,-39
OCCC1CN(Cc2ccc3cccc(F)c3n2)CCN1C1CCCC1 (stereo not given),-13,1.3,-0.1,5
c1ccc(Sc2nc(N3CCCCC3)nc(N3CCCCC3)n2)nc1,3,2.3,-0.1,-8
CS(=O)(=O)N1CCC(CO)(Cc2cccc(F)c2)CC1,-2,-0.2,-0.1,-4
Cc1nnc(SCC(=O)N2c3ccccc3-c3c(ssc3=S)C2(C)C)s1,34,-1.0,-0.1,-8
Cc1ccc(NC(=O)CCN2C(=O)c3ccccc3C2=O)cc1[N+](=O)[O-],26,-0.2,0.1,-1
Cc1cccc(/C=N/NC(=O)c2cccc([N+](=O)[O-])c2)n1,1,3.9,-0.1,-4
O=S(=O)(c1cccs1)n1c(SCc2c(F)cccc2F)nc2ccccc21,-6,1.9,0.1,-8
